AddAB inh: growth inhibition of E. coli expressing H. pylori AddAB, primary screen, AddAB inhibitor project, absorbance; inhibition, % at 11.9 µM; hit rate 0.29% among 330,000; AID 435030, 2010; in the data active = inhibition above about 12%;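 note: 0% = vehicle wells of infected cells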
phage Ecoli inh: growth loss of phage-infected E. coli, primary screen, RecBCD inhibitor project, absorbance, with phage, HTS | inhibition, % at 11.9 µM | hit rate 0.26% among 360,000; in the data active = inhibition above about 11%
PfHsp90 yeast 2: growth inhibition of PfHsp90-expressing yeast, primary screen, antimalarial PfHsp90 inhibitor project, S. cerevisiae, BacTiter-Glo luminescence, single point, set 2; AID 504621, 2011; hit rate 0.32% among 310,000; BacTiter-Glo ATP, 48 h; yeast lacking PDR1 and PDR3 efflux regulators; inhibition, % at 9.4 µM;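 active = every replicate shows inhibition above about 80%, whatever the replicate mean, limit read from the data; inconclusive = mean inhibition reaches the set limit but some replicate falls short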;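 note: 0% = DMSO neutral controls and 100% = 20 µM radicicol positive controls; yeast relying on Plasmodium falciparum Hsp90 in place of its own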
DAGLB inh: DAGLB lipase inhibitors, primary screen, biochemical, fluorescence, HTS; inhibition, % at 5.17 µM; hit rate 0.059% among 340,000; HEK293T DAGLB membrane lysate, EnzChek fluorogenic substrate; in the data active = inhibition above about 34%;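 note: 0% = enzyme with vehicle and 100% = wells lacking enzyme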
Target sequence (Q8NCG7 whole entry, looked up): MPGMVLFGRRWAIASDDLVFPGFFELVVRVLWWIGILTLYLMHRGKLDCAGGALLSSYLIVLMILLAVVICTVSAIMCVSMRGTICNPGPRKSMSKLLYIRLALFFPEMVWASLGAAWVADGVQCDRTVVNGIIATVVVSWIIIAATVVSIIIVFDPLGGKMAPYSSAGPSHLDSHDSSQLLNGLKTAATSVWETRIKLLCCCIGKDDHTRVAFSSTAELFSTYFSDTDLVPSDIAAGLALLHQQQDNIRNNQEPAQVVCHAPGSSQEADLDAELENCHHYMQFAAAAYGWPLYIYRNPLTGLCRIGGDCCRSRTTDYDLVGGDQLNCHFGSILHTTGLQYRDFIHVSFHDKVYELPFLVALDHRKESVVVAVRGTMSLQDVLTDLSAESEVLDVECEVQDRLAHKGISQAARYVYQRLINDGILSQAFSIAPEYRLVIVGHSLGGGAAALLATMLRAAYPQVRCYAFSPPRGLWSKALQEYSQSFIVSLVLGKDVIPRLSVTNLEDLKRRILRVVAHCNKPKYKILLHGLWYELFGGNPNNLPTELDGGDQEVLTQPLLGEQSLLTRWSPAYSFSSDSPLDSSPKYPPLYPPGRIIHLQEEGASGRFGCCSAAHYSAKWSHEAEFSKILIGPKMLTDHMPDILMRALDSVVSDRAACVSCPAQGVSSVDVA
CAL PDZ FP: CAL PDZ peptide-binding inhibitors, primary screen, biochemical, fluorescence polarization, Cer-tagged CAL PDZ, HTS; AID 504414, 2011; hit rate 0.02% among 330,000; inhibition, % at 20 µM; Golgi-associated PDZ and coiled-coil motif-containing protein (Homo sapiens), Q9HD26; purified CAL PDZ, TMR-peptide fluorescence polarization, 1 h;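 active = highest replicate inhibition of at least 40%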;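 note: plate controls were DMSO neutral control wells for no effect and unlabeled competitor peptide control wells for full effect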
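Test system: purified CerCALP PDZ construct; Compound dosing: one concentration, 20 µM compound; Also added: TMR-labelled reporter peptide T*-PRC34 bound in PDZ groove; Read-out: inhibition from polarization loss; Controls: unlabelled peptide and DMSO controls; Signal: FP readout, S and P plane fluorescence; Incubation: 1 h at RT.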
Tat export inh: E. coli Tat export inhibitors, primary screen, MC4100, TorA-mCherry reporter, fluorescence, single point. inhibition, % at 10 µM. hit rate 0.036% among 340,000. AID 488895, 2010;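 active = mean replicate inhibition at least 50% and at least half of replicates individually reaching 50%; inconclusive = only one of the two criteria met; inactive = neither criterion met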;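 note: exported cargo escapes ClpAP degradation while cytoplasmic cargo is degraded and loses fluorescence; 0% = median of neutral control wells and 100% = median of NaSCN control wells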
PvdQ acylase: P. aeruginosa PvdQ acylase inhibitors, primary screen, biochemical, fluorescence, plate reader and imaging, single point; hit rate 0.063% among 340,000; PvdQ acylase [Pseudomonas aeruginosa LESB58]; AID 488965, 2010; purified PvdQ acylase; inhibition, % at 10 µM; in the data active = inhibition above about 30%, passing the limit was not always enough; inconclusive = no clear call, values can overlap the other calls;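 note: 0% = vehicle neutral wells and 100% = reference inhibitor wells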
Ecoli viability: E. coli V3065 growth inhibition, primary screen, counter-screen for AddAB inhibitor project, absorbance, OD600; 18 h; inhibition, % at 11.9 µM; hit rate 0.27% among 330,000; AID 449728, 2010;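 active = inhibition above the campaign's mean inhibition across all tested compounds plus 3 SD, cut at about 9.9% in these data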;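 note: uninfected addAB+ strain grown without phage in ampicillin broth; 0% = DMSO wells and 100% = ciprofloxacin 0.95 µg/ml wells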
Rtt109 Vps75: inhibitors of C. albicans Rtt109/Vps75 HAT, primary screen, biochemical, ThioGlo CoA-SH fluorescence, plate reader | inhibition, % at 34.9 µM | purified Rtt109/Vps75, 4 h | hit rate 0.16% among 330,000;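 active = inhibition of at least 50% in every replicate; inconclusive = best replicate reaches 50% inhibition but some replicates fall short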
Target sequence (Q5AAJ8 whole entry, looked up): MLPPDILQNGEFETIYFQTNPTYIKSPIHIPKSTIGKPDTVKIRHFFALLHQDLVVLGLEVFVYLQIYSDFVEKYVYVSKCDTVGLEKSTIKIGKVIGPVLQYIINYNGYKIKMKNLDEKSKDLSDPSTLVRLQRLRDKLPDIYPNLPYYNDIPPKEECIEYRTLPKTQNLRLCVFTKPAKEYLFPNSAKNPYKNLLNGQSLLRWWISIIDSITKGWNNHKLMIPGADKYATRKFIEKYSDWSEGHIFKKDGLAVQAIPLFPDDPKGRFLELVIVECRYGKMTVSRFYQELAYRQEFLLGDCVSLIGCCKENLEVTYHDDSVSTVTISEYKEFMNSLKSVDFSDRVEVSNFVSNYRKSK
Wnt act: Wnt/beta-catenin pathway activators, primary screen, cell-based, plate reader, single point; Wnt/beta-catenin reporter cell assay, activator; activation, % at 9.35 µM; hit rate 1.2% among 300,000; in the data active = activation above about 30%, passing the limit was not always enough; inconclusive = no clear call, values can overlap the other calls;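 note: 0% = neutral control wells and 100% = positive control wells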
Numbers without * were called inactive; ? = inconclusive; · = not tested or not shown.

SMILES | AddAB inh | phage Ecoli inh | PfHsp90 yeast 2 | DAGLB inh | CAL PDZ FP | Tat export inh | PvdQ acylase | Ecoli viability | Rtt109 Vps75 | Wnt act
CCOc1ccc(S(=O)(=O)N(CC(=O)NC2CCCCC2C)Cc2ccco2)cc1 (stereo not drawn) | -2.2 | 4.8 | 16 | -5 | -1.2 | -3 | 14 | -1.7 | 7 | -2
COc1ccc(C(=O)OCC(=O)Nc2c(C)n(C)n(-c3ccccc3)c2=O)cc1 | 0.7 | -1.5 | 7 | 0 | -0.1 | -4 | -10 | -0.8 | 3 | 2
CN(C)/C=C1\N=C(c2cccnc2Oc2ccc(Cl)cc2)OC1=O | 2.0 | 2.9 | 42 | 0 | -0.6 | 25 | -1 | -0.2 | 1 | -3
O=S1(=O)C=C(Sc2nc3cc(Cl)ccc3o2)c2ccccc21 | 2.6 | · | 8 | -4 | -4.2 | 0 | 9 | 1.0 | 18 | ·
Cc1cc(C)nc(OC(C(=O)O)C(OCCc2ccccc2)(c2ccccc2)c2ccccc2)n1 (stereo not drawn) | -2.2 | 3.6 | 19 | 8 | -1.5 | 1 | 15 | -3.4 | 2 | -1
COC(=O)c1c(NC(=O)CCCC(=O)O)sc2c1CCC2 | -1.9 | 0.6 | 0 | 4 | -3.2 | 6 | -6 | -0.9 | 9 | -1
O=C(COC(=O)[C@@H]1CCCN1C(=O)c1cccs1)Nc1ccc(Br)cc1 | -1.5 | 2.5 | -22 | -6 | -1.1 | -6 | 5 | -1.2 | · | -1
COc1ccc(Oc2coc3cc(OC(=O)c4cncc(Br)c4)ccc3c2=O)cc1 | 0.7 | 2.4 | 8 | 0 | 1.0 | 4 | 9 | -0.8 | -8 | ·
COc1ccc(C(=O)Nc2nc(N)n(-c3ccccc3)n2)cc1 | -0.5 | 2.1 | -2 | 2 | 0.1 | -4 | -16 | 0.5 | 0 | -3
Cc1ccc(NC(=O)CSc2nc(C)c(Cc3ccccc3)c(=O)[nH]2)cc1C | 2.3 | 5.2 | 0 | 2 | -1.8 | -5 | -4 | 1.9 | 5 | -1
O=c1[nH]c(C2CCN(S(=O)(=O)c3ccc(C(F)(F)F)cc3)CC2)nc2c1nnn2Cc1cccc(F)c1 | 2.3 | 2.4 | -7 | -2 | -2.7 | 8 | -2 | 0.4 | 1 | -3
CCNc1sc(C(=O)c2cccs2)c(N)c1-c1nc2ccccc2s1 | -2.4 | 3.3 | -21 | 12 | 0.2 | -3 | -4 | 1.9 | 13 | ·
COc1ccc(Cc2nnc(SCC(=O)Nc3ncc(C)s3)o2)cc1 | -0.2 | 0.5 | · | -1 | · | -5 | -9 | 0.0 | -12 | 1
CCC(C)NC(=O)c1ccccc1C(=O)NC(C)CC (stereo not drawn) | 2.9 | -1.6 | · | 1 | -2.4 | -5 | -7 | -3.6 | -2 | ·
Cc1cc2c(C)cc(=O)[nH]c2cc1NC(=O)CCl | 1.1 | -0.8 | -1 | 0 | -1.3 | -6 | -3 | -1.5 | 3 | -3
CN(C)S(=O)(=O)c1cccc(COC(=O)c2cnccn2)c1 | 0.8 | 0.2 | 16 | 2 | -2.7 | -11 | -12 | -3.5 | -4 | 0
Nc1ccc(S(N)(=O)=O)cc1 | -1.4 | 3.8 | -23 | 1 | -0.1 | · | -11 | -0.8 | 8 | 3
Nc1ncc(S(=O)(=O)c2ccc([N+](=O)[O-])cc2)s1 | · | 3.0 | · | 1 | -1.2 | 0 | 1 | · | 10 | -3
COc1cc(S(=O)(=O)N2CCC(O)(c3cccc(C(F)(F)F)c3)CC2)ccc1-n1cnnn1 | -0.3 | 3.4 | 1 | -3 | -1.0 | 4 | -14 | -2.0 | -2 | -8
Cc1ccc(/C=N/NC(=O)c2ccc(NC(=O)c3ccccc3Cl)cc2)o1 | 1.2 | -1.2 | -115 | 1 | -2.6 | -11 | -8 | -0.3 | 2 | -2
Clc1ccc(OCc2nn3c(C4CCCCC4)nnc3s2)cc1 | 3.1 | 2.4 | 3 | -4 | -4.0 | 5 | 4 | -0.8 | 8 | ·
O=C(NNC(=S)NC(=O)c1ccc(Br)cc1)c1cccc([N+](=O)[O-])c1 | -3.9 | -5.1 | -18 | 6 | 0.3 | -3 | -11 | 0.4 | 0 | 1
O=C(Nc1c(F)cc(F)cc1Br)c1cccnc1 | -0.3 | 2.7 | · | -1 | -1.7 | -8 | -9 | 1.0 | -3 | -1
CC(C)(Oc1ccc(F)cc1)C(=O)OCC(=O)c1ccc(S(C)(=O)=O)cc1 | 1.9 | 3.8 | · | -1 | -0.1 | -12 | -5 | 1.5 | 9 | 1
Nc1ccc(C(=O)N2CCN(S(=O)(=O)/C=C/c3ccccc3)CC2)cc1[N+](=O)[O-] | 5.0 | 4.3 | · | -2 | -2.4 | 4 | -5 | 5.5 | 2 | -2
CCOC(=O)/C(C#N)=C/c1cn(CCC(=O)O)nc1-c1ccccc1 | 0.5 | 2.0 | -19 | 3 | -0.8 | -4 | -1 | -1.4 | -3 | 0
CCN(CC)S(=O)(=O)c1ccc(OC)c(N)c1 | 1.6 | 2.4 | -7 | -2 | -0.9 | -6 | -5 | 1.2 | -4 | 0
COc1ccc(N2C(=O)C3CCCN3C2c2cccc(OC)c2OC)cc1 (stereo not drawn) | 14* | 1.4 | -14 | 2 | -1.0 | -13 | -15 | 3.6 | 1 | -2
O=C(NCC(=O)N1CCN(C(c2ccccc2)c2ccccc2)CC1)c1ccc(Br)o1 | 4.9 | 1.5 | 1 | -1 | -3.5 | 1 | -16 | 1.4 | 6 | -2
CC(C)(C)OC(=O)N/N=C\c1ccc[nH]1 | 2.9 | 0.1 | -33 | -3 | -1.4 | 6 | -9 | -1.3 | 1 | 5
O=C(NCCc1ccccc1F)C1CC(=O)N(c2ccccc2)C1 (stereo not drawn) | -0.1 | 1.8 | 26 | 0 | -0.1 | -7 | -13 | -1.2 | -5 | -3
CCC(CN(C)C)Oc1cc(NCc2ccccc2)c2ncn(C(C)C)c2c1 (stereo not drawn) | 1.1 | · | -7 | 0 | 0.6 | -2 | -15 | -4.0 | 13 | ·
COc1ccc(C(=O)CSc2nnc(CNC(=O)c3ccc(OC)c(OC)c3)n2C)cc1 | 2.2 | 1.2 | 6 | 1 | 0.2 | -1 | 2 | 1.8 | 10 | 0
Nc1c(C(=O)Nc2ccc(F)cc2)nnn1-c1cccc(C(F)(F)F)c1 | 2.7 | -2.6 | 0 | -2 | 0.3 | -14 | 2 | 3.4 | 8 | 11
O=[N+]([O-])c1cc(F)c2cccnc2c1O | 53* | 40* | -53 | 5 | 0.7 | -19 | -10 | 54* | 0 | 7
O=C(c1cc(COc2c(F)cccc2F)on1)N1CCC(c2ccccc2F)C1 (stereo not drawn) | 0.8 | 4.4 | -29 | -10 | -0.4 | 16 | -16 | -1.5 | 6 | ?
O=C(COc1ccccc1Cl)Nc1cccc(S(=O)(=O)N2CCCC2)c1 | 1.3 | 3.4 | -30 | -3 | -3.5 | 2 | 3 | -1.8 | 11 | 4
O=C1NC(c2ccc(Cl)cc2)Nc2ccccc21 (stereo not drawn) | 5.2 | 1.1 | 23 | 4 | -4.3 | 12 | 2 | 7.6 | -16 | -2
CC(Oc1ccc(F)cc1)C(=O)Nc1ccccc1N1CCCCC1 (stereo not drawn) | -0.1 | 3.3 | 2 | -14 | -2.3 | 16 | -6 | 0.7 | -7 | 2
Cc1cc(C)nc(SCc2ccc(C(=O)N/N=C/C3CCCCC3)cc2)n1 | 4.9 | 4.6 | -5 | 0 | -2.6 | -3 | -1 | 0.1 | -5 | -4
O=C(NCC1CCCO1)c1ccc2c(=O)n(-c3ccc(F)cc3)c(=S)[nH]c2c1 (stereo not drawn) | -0.8 | 1.2 | · | 0 | 0.2 | 7 | -14 | -1.9 | -16 | 2
O=C(Nc1ccccc1)Oc1cccc2cccnc12 | · | 0.8 | 104* | 1 | 0.8 | -2 | -6 | · | 1 | -4
O=C(c1ccc(COCC(F)(F)F)cc1)N1CCN(c2ccccn2)CC1 | 1.7 | 3.8 | 9 | -5 | 0.3 | 2 | -5 | 1.4 | 2 | 0
COC(=O)c1ccncc1C(=O)Nc1ccc(Oc2ncc(C(F)(F)F)cc2Cl)cc1 | -0.2 | 1.9 | 15 | -2 | -2.6 | -7 | -5 | 1.1 | -8 | 1
CCOc1ccc(C(C)NC(=O)C2CCN(S(=O)(=O)c3ccc(OC)cc3)CC2)cc1OCC (stereo not drawn) | · | -0.9 | -22 | 1 | 0.0 | 3 | -17 | · | 5 | 2
CCC1(C)CC(CC(=O)O)(c2ccccc2OC)CCO1 (stereo not drawn) | 1.7 | 0.9 | 11 | 0 | -0.4 | 6 | -7 | 1.8 | -9 | ·
CC(CCc1ccccc1)NC(=S)NC1CCCCC1 (stereo not drawn) | 2.0 | 2.8 | -19 | -3 | · | -5 | 12 | 2.2 | -8 | 1
COC(=O)c1ccc(CN(C)S(=O)(=O)c2cccs2)cc1 | 3.7 | 1.9 | -9 | -3 | -3.3 | -4 | -1 | 0.3 | -5 | 0
COc1ccc(/C=C2\CCc3ccccc3C2=O)cc1O | 0.3 | -2.0 | 21 | 1 | -0.5 | -8 | -11 | -1.6 | 15 | 8
CCN(CC)C1=C(Cl)C(=O)C(Cl)C12OCCO2 (stereo not drawn) | 1.2 | 2.4 | · | · | · | -10 | -16 | -0.7 | -5 | -2
N/C(=N\OC(=O)CCn1cccc(C(F)(F)F)c1=O)c1ccc(OC(F)(F)F)cc1 | -7.2 | 2.2 | · | · | · | · | · | -1.2 | · | 2
CCOC(=O)N1CCC(NC(=O)CCC(=O)N2CCOc3ccc(C)cc32)CC1 | 1.9 | 1.7 | -13 | -3 | -1.5 | 0 | 3 | 2.7 | 7 | ·
CCN1C(=O)C(CC(=O)Nc2ccc(F)cc2)N(CCCN2CCN(c3ccc(F)cc3)CC2)C1=S (stereo not drawn) | 2.0 | 3.1 | · | -2 | -1.6 | 6 | -13 | -0.1 | 6 | -6
O=C(Oc1c(-c2ccco2)oc2ccccc2c1=O)c1cccnc1 | -5.1 | -3.4 | 18 | 2 | -1.5 | -8 | -10 | -3.7 | -11 | 6
O=C(c1ccc(F)cc1)N1CCN(c2cc(N3CCCCC3)c(F)cc2[N+](=O)[O-])CC1 | 0.6 | 1.5 | -2 | 5 | · | 0 | 7 | -2.3 | 0 | ·
COc1ccc(NC(=O)c2cccc3cccnc23)cc1S(N)(=O)=O | 4.3 | -1.0 | -1 | -2 | -3.1 | 0 | 0 | -3.1 | 8 | 2
